Assay outcomes as filed in PubChem.
4-MU autofl: qHTS Assay for Spectroscopic Profiling in 4-MU Spectral Region; compound autofluorescence, 340/450 nm, 4-MU equivalents; hits give high values; 11% of 59,000 active; AID 589, 2007; max dye-equivalent concentration, M; in the data active means max dye-equivalent concentration above about 10 nM; inconclusive means mostly about 1.1 nM to 9.6 nM
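Intrinsic fluorescence at 340/450 nm (ex/em) was read after 15 min at room temperature in pH 8.0, 100 mM Tris. Each compound concentration expressed as 4-MU-equivalent concentration from a six-point 4-MU standard series on each plate.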
BRCT PPI green: qHTS Assay for Inhibitors of BRCT-Phosphoprotein Interaction (Green Fluorophore); Breast cancer type 1 susceptibility protein (Homo sapiens), P38398; BRCA1 BRCT-phosphopeptide binding, green fluorescence polarization; Potency, µM (series often up to 76.9 µM), for the others: at the top dose activity change, negative = inhibition, most hits filed as inhibitors; 0.05% of 75,000 active; AID 875, 2007;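 further: potency means the concentration at half of the fitted maximal effect; plate controls were peptide without protein for full effect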
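Fluorescence polarization: His-tagged BRCT (~35 kDa BRCA1 C-terminus, 250 nM) bound to 100 nM fluorescein-labeled phosphorylated 10-aa BACH1 peptide, pH 7.3 phosphate buffer with DTT and Tween 20. Compounds incubated 12 min at room temperature; inhibition read as lowered polarization.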
GFP derepression: qHTS Assay for Epigenetic Modulators | Potency, µM (top dose mostly 46.1 µM), for inactives: top-dose GFP derepression (activation) | AID 597, 2007 | 0.09% of 68,000 active | mouse C127i GFP locus derepression, cytometry, 30 h; further: % of control where 0% means no effect
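Locus derepression in mouse mammary C127i cells whose integrated CMV-GFP reporter is normally silent; GFP expression after 30 h compound treatment was quantified by counting fluorescent cells.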
HBB splicing: qHTS Assay for Modulators of Hemoglobin Beta Chain Splicing; Potency, µM (doses to about 46.1 µM), for inactives: at the highest dose activation, hits mostly activators; HBB splicing reporter cell assay, activation; EGFP reporter with mutant IVS2-654 intron; response scale: normalised to 500 nM splice-correcting PNA; 0.06% of 65,000 active; further: potency means the concentration at half of the fitted maximal effect; 0% is about no effect
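HeLa cells stably expressing EGFP interrupted by mutant beta-globin intron 2 (IVS2-654), 500/well in 2% FCS. Treated with compound for 2 days at 37C. Splicing correction scored as total well GFP intensity (488 nm excitation, 500-520 nm emission); 500 nM antisense PNA served as control.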
Ub-GFP proteasome: Ubiquitin-GFP Assay; Ubiquitin-GFP reporter cells, proteasome inhibition, GFP fluorescence; response scale: untreated = 0%, 10 µM MG-132 = 100%; Potency, µM (series often up to 45.9 µM), for inactives: top-dose activation (GFP accumulation), most hits filed as activators; 67,000 tested, under 10 active; AID 526, 2006; active means well fitted activation curve with a large enough effect, not every such curve was filed as active; inconclusive means small, poorly fitted or top-dose-only effect, or another doubt; inactive means no such curve, though single readings can be large or run the other way; further: potency means the concentration at half of the fitted maximal effect
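U2OS Ub(G76V)-GFP reporter; O/N plating, 0.5% FBS; cpd 46 uM–2.9 nM, 4 h, 37 °C; GFP+ cell count, 488/515 nm; norm. to basal vs 10 uM MG-132; CRC fit.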
BRCT inh red: qHTS Assay for Inhibitors of BRCT-Phosphoprotein Interaction (Red Fluorophore); BRCT-phosphopeptide binding, red fluorescence polarization; Potency, µM (highest dose often 76.9 µM), inactives show top-dose activity change, negative = inhibition, actives largely listed as inhibitors; 0.03% of 75,000 active; further: on the % scale 0 is the no-effect control and ±100 the full control effect
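Fluorescence polarization: 100 nM His-tagged BRCA1 BRCT with 100 nM TAMRA-labelled phospho-BACH1 decapeptide, phosphate buffer pH 7.3 with 150 mM NaCl, DTT, 0.01% Tween 20; 12 min RT. Binding inhibition seen as FP decrease.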
DNA Pol III inh: qHTS Assay for Inhibitors of DNA Polymerase III Holoenzyme System | reconstituted DNA polymerase III holoenzyme replication, biochemical | Potency, µM (doses to about 57.1 µM), for inactives: at the top dose activity change, negative = inhibition | 0.25% of 71,000 active | AID 603, 2007; further: potency means the concentration at half of the fitted maximal effect; on the % scale 0 is the no-effect control and ±100 the full control effect
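Reconstituted *E. coli* holoenzyme (0.35 nM Pol III, 1 nM beta, 154 nM SSB, 2 nM primase) was preincubated with compound for 15 min at RT. Synthesis on 1.4 nM ssM13Gori ran 35 min, then was stopped with PicoGreen/EDTA and read as dsDNA fluorescence.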
A350 autofl: qHTS Assay for Spectroscopic Profiling in A350 Spectral Region. 11% of 59,000 active. max dye-equivalent concentration, M. Compound autofluorescence, 340/450 nm, Alexa 350 dye-equivalents; hits give high values; in the data active means max dye-equivalent concentration above about 10 nM; inconclusive means mostly about 1.1 nM to 9.6 nM
ALOX15 inhib: qHTS Assay for Inhibitors of 15-hLO (15-human lipoxygenase) | 1.4% of 74,000 active | purified 15hLO-1, xylenol orange hydroperoxide absorbance | AID 887, 2007 | Polyunsaturated fatty acid lipoxygenase ALOX15 (Homo sapiens), P16050 | Potency, µM (titrated, usually from 57.1 µM), for inactives: at the top dose activity change, negative = inhibition, usual class: inhibitors; further: potency means the concentration at half of the fitted maximal effect; on the % scale 0 is the no-effect control and ±100 the full control effect; nearly all actives have a fitted effect of over 55% in size
Target sequence (P16050 whole entry, looked up): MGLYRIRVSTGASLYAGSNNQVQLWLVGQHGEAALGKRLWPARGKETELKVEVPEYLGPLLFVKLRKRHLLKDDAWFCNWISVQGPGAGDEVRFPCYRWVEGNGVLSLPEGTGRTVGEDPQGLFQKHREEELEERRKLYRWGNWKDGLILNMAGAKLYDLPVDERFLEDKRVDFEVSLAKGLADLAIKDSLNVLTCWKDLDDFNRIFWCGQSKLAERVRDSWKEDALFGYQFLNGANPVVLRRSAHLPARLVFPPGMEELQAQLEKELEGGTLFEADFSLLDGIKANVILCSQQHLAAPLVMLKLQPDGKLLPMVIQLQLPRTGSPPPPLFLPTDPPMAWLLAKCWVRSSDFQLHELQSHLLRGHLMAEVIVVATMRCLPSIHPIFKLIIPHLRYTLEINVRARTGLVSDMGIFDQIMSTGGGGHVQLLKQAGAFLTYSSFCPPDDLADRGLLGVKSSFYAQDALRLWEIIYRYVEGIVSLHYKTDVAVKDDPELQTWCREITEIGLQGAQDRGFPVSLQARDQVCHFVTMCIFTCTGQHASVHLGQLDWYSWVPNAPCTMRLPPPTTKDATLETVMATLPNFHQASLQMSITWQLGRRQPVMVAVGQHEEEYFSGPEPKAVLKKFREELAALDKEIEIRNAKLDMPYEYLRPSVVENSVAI
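Readout: Fe(III)-xylenol orange absorbance, 573-to-405 nm ratio as reaction progress. Enzyme 40 nM purified human 15hLO-1, substrate 50 uM arachidonic acid, 6 min RT after 15 min compound preincubation; Hepes pH 7.5 buffer with Triton X-100.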
CRE Fsk mod: Cell signaling CRE-BLA (Fsk stim). CHO CRE-bla reporter (cAMP response element driving beta-lactamase), forskolin EC10, beta-lactamase ratio. Potency, µM (top dose mostly 38.2 µM), for the others: top-dose activity change, negative = inhibition, actives largely listed as activators. 2.5% of 71,000 active. AID 662, 2007; active means well fitted activation curve with a large enough effect in the signal ratio, with a control signal flat, not every such curve was filed as active; inconclusive means small, poorly fitted or top-dose-only effect, or effect the other way, or a change in a side signal; the % refers to the signal ratio; further: potency means the concentration at half of the fitted maximal effect; % of control where 0% means no effect
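Modulation of forskolin-driven signalling is measured in CHO cells carrying a CRE-controlled beta-lactamase reporter. Cells are stimulated with EC10 NKH 477 in the presence of titrated compound for 3 h at 37 °C, then loaded with CCF4 for 2 h at room temperature.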
Hsp90 Hop PPI: qHTS Assay for Disrupters of an Hsp90 Co-Chaperone Interaction | Potency, µM (series often up to 57 µM), for the others: at the top dose activity change, negative = inhibition | AlphaScreen TPR2A-His6 binding biotin-Hsp90 C-terminal peptide | AID 595, 2007 | 0.44% of 71,000 active | Hsp90 C-terminal peptide / TPR2A (Hop) interaction, human; active means well fitted curve in either direction with a large enough effect; inconclusive means small, poorly fitted or top-dose-only effect, or another doubt; further: potency means the concentration at half of the fitted maximal effect; on the % scale 0 is the no-effect control and ±100 the full control effect; many of its hits are not listed in these tables
The depositor's hits bear a star; i = inactive; ? = inconclusive; · = no result given; [ ] = another dose, or the depositor's remark. Unless noted, the call rests on the fitted dose curve; in most records, active means well fitted curve in the direction sought with a large enough effect; inconclusive means small, poorly fitted or top-dose-only effect, or another doubt; inactive means no such curve, though single readings can be large; an effect the other way counts as inactive or inconclusive.

SMILES	4-MU autofl	BRCT PPI green	GFP derepression	HBB splicing	Ub-GFP proteasome	BRCT inh red	DNA Pol III inh	A350 autofl	ALOX15 inhib	CRE Fsk mod	Hsp90 Hop PPI
Nc1nnc(SCCN2C(=O)c3ccccc3S2(=O)=O)s1	i	-1.5%	-3%	-0.2%	-3%	0.1%	-3%	i	1%	13%	-3%
FC(F)(F)c1ccccc1-c1nccc(-n2ccnc2)n1	i	-0.6%	-3%[9.22 µM]	-1.7%	8%	0.3%	-3%	i	?	?	7%
O=P(c1ccc2c(c1)OCCO2)(N1CCOCC1)N1CCOCC1	i	-1.9%	1%	-0.4%	2%	0.5%	-5%	i	9%	-9%	1%
CS(C)(=O)=NS(=O)(=O)c1ccc(Cl)cc1	i	-4.8%	2%	-3.3%[0.369 µM]	-3%	-1.6%	-3%	?	5%	-5%	-4%
O=S(=O)(Nc1ncccn1)c1ccc(Nc2ncnc3ccccc23)cc1	i	-0.9%	2%	-0.3%	14%	-0.7%	3%	i	-10%	6%	0%
COC(=O)c1ccc(C(NC(=O)OCc2ccccc2)/C(=C/[C@@H](C)C(=O)NC2CCCCC2)c2cccnc2)cc1 (some centres not stated)	·	-0.6%	·	-0.5%	·	-0.1%	-3%	·	-14%	-17%	-3%
COC(=O)[C@@H](NC(=O)Nc1ccc(OC(F)(F)F)cc1)C(C)C	i	-1.8%	-2%	1.0%[1.84 µM]	5%	0.6%	-1%	i	-2%	1%	0%
CCC/C=C(\CCC)C(NC(=O)c1ccco1)c1ccc(C(=O)OC)cc1 (configuration not stated)	·	2.1%	·	1.2%	·	-1.0%	-21%	·	·	3%	5%
CCC/C(O)=C1\C(=O)CCCC1=NC(C)C(=O)O (configuration not stated)	i	-0.9%	-2%	-1.5%[0.369 µM]	·	1.1%	-6%	i	12%	4%	4%
O=C(NCC(=O)N(c1cccnc1)C(C(=O)NC1CCCCC1)c1cccnc1)c1ccco1 (configuration not stated)	?	-0.9%	-4%	0.8%	-1%	-0.3%	0%	?	5%	2%	-1%
CCc1nc(OCCN(CC)CC)c2oc3ccccc3c2n1	i	0.1%	4%	1.1%[57.5 µM]	-6%	-0.5%	-8%	i	-1%	?	-3%
CC1CCCN(C(=O)CSc2nnc(-c3c[nH]c4ccccc34)o2)C1 (configuration not stated)	i	-1.4%	-3%	-0.2%[57.5 µM]	3%	-0.7%	-2%	i	2%	7%	-2%

Arranged by heavy-atom count (rising): six of the compounds above.
SMILES	4-MU autofl	BRCT PPI green	GFP derepression	HBB splicing	Ub-GFP proteasome	BRCT inh red	DNA Pol III inh	A350 autofl	ALOX15 inhib	CRE Fsk mod	Hsp90 Hop PPI
CCC/C(O)=C1\C(=O)CCCC1=NC(C)C(=O)O (configuration not stated)	i	-0.9%	-2%	-1.5%[0.369 µM]	·	1.1%	-6%	i	12%	4%	4%
FC(F)(F)c1ccccc1-c1nccc(-n2ccnc2)n1	i	-0.6%	-3%[9.22 µM]	-1.7%	8%	0.3%	-3%	i	?	?	7%
CCc1nc(OCCN(CC)CC)c2oc3ccccc3c2n1	i	0.1%	4%	1.1%[57.5 µM]	-6%	-0.5%	-8%	i	-1%	?	-3%
O=P(c1ccc2c(c1)OCCO2)(N1CCOCC1)N1CCOCC1	i	-1.9%	1%	-0.4%	2%	0.5%	-5%	i	9%	-9%	1%
CC1CCCN(C(=O)CSc2nnc(-c3c[nH]c4ccccc34)o2)C1 (configuration not stated)	i	-1.4%	-3%	-0.2%[57.5 µM]	3%	-0.7%	-2%	i	2%	7%	-2%
O=C(NCC(=O)N(c1cccnc1)C(C(=O)NC1CCCCC1)c1cccnc1)c1ccco1 (configuration not stated)	?	-0.9%	-4%	0.8%	-1%	-0.3%	0%	?	5%	2%	-1%

(listing goes on)
SMILES	4-MU autofl	BRCT PPI green	GFP derepression	HBB splicing	Ub-GFP proteasome	BRCT inh red	DNA Pol III inh	A350 autofl	ALOX15 inhib	CRE Fsk mod	Hsp90 Hop PPI
O=S(=O)(O)c1nnc2sc3ccccc3n12	i	-0.5%	0%	·	1%	-2.1%	-2%	i	2%	-3%	0%
CC1CCc2nc(NC(=O)CN3CCN(Cc4ccc5c(c4)OCO5)CC3)sc2C1 (configuration not stated)	i	-3.5%	-4%	-1.0%	0%	-2.6%	-2%	i	-16%	-15%	-8%
CCC(=O)N1CCc2cc(S(=O)(=O)CCC(=O)Nc3nc(C)cs3)ccc21	i	0.3%	-4%	-1.4%	-3%	-2.3%	2%	i	11%	-13%	6%
Cn1c(=O)c2cc(S(=O)(=O)NC(C(=O)NCc3cccnc3)c3ccccc3)ccc2n(C)c1=O (configuration not stated)	·	-3.0%	·	-0.9%	5%	-0.8%	1%	·	-3%	-9%	-5%[2.3 µM]
CCCn1c(C)nc2c(N3CCCN(Cc4ccccc4)CC3)nc(C)nc21	·	0.4%	·	-1.0%	-5%	-3.3%	-7%	·	8%	?	-2%
CC/C(=C\C(=O)c1ccncc1)Nc1ccc(O)cc1	·	-0.4%	2%	-0.4%[9.22 µM]	?	-0.2%	3%	·	?	-5%	-7%
O[C@@H](COc1cccc2ccccc12)CN1CCOCC1	1.2e-08M*	-1.1%[15.4 µM]	2%[9.22 µM]	-0.3%[9.22 µM]	-7%[9.17 µM]	1.5%[15.4 µM]	-10%[11.4 µM]	1.4e-08M*	3%[11.4 µM]	-2%[7.6 µM]	-2%[11 µM]
O=C(c1cccc2cccc(O)c12)N1CCCCC1	i	-1.9%	5%	0.6%	3%	-0.3%	-3%	i	3%	?	-3%
NC(=O)CSc1nc2sc3c(c2c2ncnn12)CCCC3	i	11%	0%	4.5%[0.369 µM]	·	-1.4%	-15%	?	0%	?	-4%
CCCCOC(=O)C1=C(C)NC2=C(C(=O)CCC2)C1c1cc(OC)ccc1OC (configuration not stated)	5.2e-08M*	-5.2%	0%	-2.1%	-2%	-2.3%	1%	5.4e-08M*	-28%	?	3%
CC1CCCCC1NC(=O)c1ccc2c(c1)[nH]c(=O)n2C1CCCC1 (configuration not stated)	i	0.1%	-2%	·	-3%	0.3%	-2%	i	-6%	2%	0%
O=C1c2oc3ccc(F)cc3c(=O)c2C(c2ccccc2)N1CC1CCCO1 (configuration not stated)	i	-0.3%	4%	8.2%[0.369 µM]	-1%	0.0%	-5%	?	9%	?	-4%
Cc1cc(N2CCN(C(c3ccccc3)c3ccccc3)CC2)n2ncnc2n1	i	2.2%	-2%	-0.7%[1.84 µM]	7%	1.0%	10%	i	-6%	24%	-6%
O=C(Nc1c2c(nn1-c1ccc(F)cc1)CSC2)c1ccc(S(=O)(=O)N2CCOCC2)cc1	i	-2.6%	2%	7.0%[0.369 µM]	0%	-2.1%	0%	i	7%	-1%	-8%
CC(=O)N1CCN=C1SCc1ccccc1Cl	·	-0.5%	0%	-1.1%	3%	0.3%	-3%	·	3%	-6%	-1%
COc1ccc(C(=O)CSc2nnc(CNc3ccc(C)cc3C)o2)cc1	i	-2.8%	4%	·	-4%	-0.6%	-3%	i	1%	-2%	-2%
Cc1c(C(=O)NCC(C)C)sc2nc(-c3ccc(F)cc3)cn12	·	1.5%	·	-0.4%	2%	1.7%	1%	·	3%	3%	2%
CC(=O)Nc1ccc(S(=O)(=O)Nc2ccc(NC(=O)c3ccco3)cc2)cc1	i	-0.4%	2%	-0.5%	-6%	-1.0%	2%	i	-2%	-4%	-3%
Cc1cc(C)c2c(n1)nn1c(N3CCOCC3)cc(C)nc21	6.3e-06M*	-2.7%	-1%	1.8%	-2%	-0.9%	-2%	7.5e-06M*	6%	?	0%
CN1CCN(S(=O)(=O)c2cccc(S(=O)(=O)c3ccc(Cl)c(Cl)c3)c2)CC1	·	-4.5%	-2%	-2.3%[0.0738 µM]	9%[9.17 µM]	-1.5%	-2%[11.4 µM]	·	-26%[11.4 µM]	?	-4%[11 µM]
CCN(CC)CCCNC(=O)CC1Oc2ccc(C)cc2NC1=O (configuration not stated)	·	-3.0%	·	-0.2%	20%	0.1%	-8%	·	?	-1%	-6%[2.3 µM]
